RAD54 inh: blocks human RAD54 Holliday junction branch migration. Q92698. FAM/BHQ fluorescence. inhibition, % at 10.4 µM. hit rate 0.14% among 360,000. AID 602329;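 active = mean normalized replicate activity at least 40 and at least half of replicates scoring 40 or more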;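 note: 0% = median of neutral control wells and 100% = median of positive control wells; inhibitors cause a drop in the FAM fluorescence signal; in these data hits start at about 50%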
Target sequence (Q92698 whole entry, looked up): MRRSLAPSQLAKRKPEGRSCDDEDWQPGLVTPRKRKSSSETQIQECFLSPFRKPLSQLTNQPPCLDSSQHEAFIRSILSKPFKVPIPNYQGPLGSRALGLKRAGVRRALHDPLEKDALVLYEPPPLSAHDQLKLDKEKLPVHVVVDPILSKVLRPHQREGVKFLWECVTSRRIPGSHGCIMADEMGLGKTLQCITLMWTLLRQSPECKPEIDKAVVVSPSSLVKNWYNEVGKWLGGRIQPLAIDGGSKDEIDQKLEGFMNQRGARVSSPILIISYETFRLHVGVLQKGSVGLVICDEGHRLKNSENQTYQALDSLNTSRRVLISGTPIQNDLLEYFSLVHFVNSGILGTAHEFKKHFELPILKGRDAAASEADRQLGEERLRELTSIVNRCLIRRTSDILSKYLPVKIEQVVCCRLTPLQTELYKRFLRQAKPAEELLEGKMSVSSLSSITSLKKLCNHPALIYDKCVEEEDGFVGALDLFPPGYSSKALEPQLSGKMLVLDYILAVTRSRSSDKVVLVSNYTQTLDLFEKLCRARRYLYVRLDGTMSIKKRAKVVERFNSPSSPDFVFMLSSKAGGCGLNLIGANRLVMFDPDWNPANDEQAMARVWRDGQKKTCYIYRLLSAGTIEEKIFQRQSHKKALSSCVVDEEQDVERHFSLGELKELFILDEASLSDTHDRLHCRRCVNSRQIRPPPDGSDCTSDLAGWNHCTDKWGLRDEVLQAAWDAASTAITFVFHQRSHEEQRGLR
PglD inh: inhibitors of Campylobacter jejuni PglD acetyltransferase. purified PglD enzyme, DTNB colorimetric CoA detection. inhibition, % at 12.5 µM. hit rate 0.098% among 360,000. AID 602405; in the data active = inhibition above about 16%, passing the limit was not always enough; note: strong numbers were not always called active
ERp5 inh: inhibitors of human ERp5. inhibition, % at 9.99 µM. Q15084. hit rate 0.05% among 350,000. ERp5 insulin aggregation, absorbance 650 nm, 90 min. AID 651711;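 active = mean replicate inhibition above about 25%, with every replicate also reaching it, limit read from the data, passing the limit was not always enough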
ARNT TACC3 PPI: disrupts binding between human ARNT and TACC3; AlphaScreen His-ARNT PAS-B/GST-TACC3 binding, luminescence; TACC3 fragment carries E629A point mutation; AID 623870; Q9Y6A5; inhibition, % at 9.99 µM; hit rate 0.66% among 390,000;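 active = mean inhibition of replicates at least 50% and at least half of replicates each reaching 50%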;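 note: 0% = complete ARNT plus TACC3 wells and 100% = ARNT alone without TACC3; many hits fall short of the cut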
RAD52 anneal inh: RAD52 (human) annealing inhibition | recombinant RAD52 DNA annealing, FRET fluorescence | inhibition, % at 18.7 µM | P43351 | hit rate 0.46% among 360,000;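 active = every replicate showing at least 50% inhibition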
E-selectin induc: induces E-selectin expression in human endothelial cells; hit rate 0.37% among 260,000; P16581; activation, % at 7.58 µM; HUVEC E-selectin immunofluorescence imaging; normalized: neutral wells 0, TNF-alpha wells 100;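 active = mean E-selectin-positive cell signal at least 10% of the positive control, reached in at least 60% of replicates, without over 20% cell loss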;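 note: in these data hits start at about 27%; measured in HUVEC primary endothelial cells; signal is the percent of cells scored E-selectin positive by PE staining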
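Read-out: % PE-positive cells | Test system: HUVEC | Doses: One compound dose added by pin transfer | Buffer or medium: EGM-2 over gelatin coat | Signal: Immunofluorescence imaging | Benchmarks: TNF-alpha, DMSO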
esBAF inh: inhibitors of esBAF chromatin remodeling in mouse ES cells. Bmi1-luciferase knock-in reporter, 24 h; 100% = twice the neutral-well signal. reporter increase, % at 12.5 µM. hit rate 2% among 350,000; in the data active = activation above about 40%;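 note: 0% = median of the plate's neutral control wells and 100% = double that signal; a rise in the Bmi1 reporter signal indicates esBAF inhibition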
CASP6 VEID inh: blocks human caspase-6 cleavage activity; P55212; purified caspase-6, Z-VEID-R110 cleavage fluorescence; inhibition, % at 12.5 µM; hit rate 0.53% among 350,000; AID 686996;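 active = mean inhibition across replicates at least about 35%, with every replicate also reaching that limit, limit read from the data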;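 note: 0% = median of neutral control wells and 100% = no fluorescence left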
Target sequence (P55212 24-179 limits assumed): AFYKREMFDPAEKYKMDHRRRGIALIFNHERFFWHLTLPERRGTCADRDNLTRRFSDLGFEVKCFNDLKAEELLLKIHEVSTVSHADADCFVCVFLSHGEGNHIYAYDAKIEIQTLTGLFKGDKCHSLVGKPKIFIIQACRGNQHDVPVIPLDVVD
Target sequence (P55212 194-293 limits assumed): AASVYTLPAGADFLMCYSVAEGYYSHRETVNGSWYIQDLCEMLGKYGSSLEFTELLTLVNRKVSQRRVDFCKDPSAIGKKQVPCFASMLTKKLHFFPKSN
Numbers without * were called inactive; nt = not tested or not shown; & = joins results of further samples.

SMILES	RAD54 inh	PglD inh	ERp5 inh	ARNT TACC3 PPI	RAD52 anneal inh	E-selectin induc	esBAF inh	CASP6 VEID inh
Cc1nn(-c2ccccc2)c(Cl)c1/C=N/Nc1nc2ccccc2n1C	nt	nt	-1	12	-17	0.2	nt	2
C[C@@H]1CN([C@H](C)CO)C(=O)c2cc(NC(=O)C3CCCCC3)ccc2O[C@@H]1CN(C)Cc1ccccc1	-3	1	0	-5	8	-0.2	1	-2
Cn1c(SCC(=O)N/N=C/C=C/c2ccccc2[N+](=O)[O-])nc2ccccc21	nt	nt	-4	-1	-16	0.2	nt	2
NNC(=S)NC1CCCCC1	2	-1	8	-23	-18	nt	-9	-2
COc1cccc(NC(=O)Cc2nnc(SCC(=O)NC3=NCCS3)n2C)c1	nt	nt	6	1	-11	nt	-3	3
CC(C)CNC(=O)c1cccc(NC(=O)COc2ccc([N+](=O)[O-])cc2)c1	nt	nt	-2	-6	-12	nt	-6	2
CCC(C)(C)NC(=O)C(c1ccc(OC)cc1)N(Cc1cccs1)C(=O)CCC(=O)Nc1cc(C)on1 (centres undefined)	9	2	nt	-1	nt	nt	-5	nt
CCC(=O)Nc1nonc1-c1nc2ccccc2n1N(C(=O)CC)C(=O)CC	-9	-4	nt	-2	nt	nt	-12	nt
COc1cccc2oc3cc(C#CC4(O)CCCCC4)ccc3c(=O)c12	-12	-1	-2	-8	-57	0.9	-7	2
CC(=O)NC[C@@H]1[C@H](c2ccc(-c3ccccc3)cc2)[C@H](CO)N1C(=O)C1CCC1	1	3	8	0	-41	0.1	3	-2
Cc1cc(C)c(C#N)c(SCc2cn3ccccc3n2)n1	nt	nt	-3	-6	-10	-0.8	nt	2
CCOC(=O)c1cc2c(=O)n3ccccc3nc2n(CC2CCCO2)c1=NC(=O)/C=C/c1ccccc1 (centres undefined)	-2	2	4	-3	-25	0.0	-5	10
CC(C)CC#Cc1ccc2c(c1)O[C@H](CN(C)C(=O)NC(C)C)[C@H](C)CN([C@@H](C)CO)S2(=O)=O	0	1	8	24	-4	0.0	5	4
O=C(c1ccc(F)cc1)N1CCN(Cc2ccccc2Br)CC1	-5	3	nt	-7	nt	nt	4	nt
O=C(NCCN1CCCC1)C1(S(=O)(=O)c2ccc(Cl)cc2)CC1	-10	-7	4	-7	-43	nt	2	-6
CC(C)NC(=O)Nc1cccc2c1O[C@@H](CN(C)Cc1ccccc1)[C@H](C)CN([C@@H](C)CO)C2=O	5	-2	-1	nt	-5	-0.2	1	0
Cc1ccc(S(=O)(=O)Nc2ccc3c(c2)CC(=O)N([C@H](C)CO)C[C@H](C)[C@@H](CN(C)C(=O)Nc2cccc4ccccc24)O3)cc1	-6	-4	-8	23	-5	1.6	7	2
Fc1ccc2nc(-c3ccccc3)ccc2c1	-6	6	3	nt	-11	-1.4	60*	0
COc1ccccc1-c1noc(CCC(=O)N2CCN(c3cc(C)ccc3C)CC2)n1	3	0	-3	1	-11	3.3	-4	3
CCOc1ccc(S(=O)(=O)NCCCN2CCOCC2)cc1	-9	-5	1	4	-13	nt	1	-3
CC1CCN(c2ccc3nnc(CCC(=O)N4CCCCC4)n3n2)CC1	-8	-2	-2	nt	-4	nt	-6	-3
Cc1ccc(C(=O)N2CCCC2)cc1S(=O)(=O)N1CCCCC1	-12	-2	-6	1	-9	2.9	nt	0
O=C(NCc1ccc(Cl)cc1)c1ccc(S(=O)(=O)N2CCCCC2)cc1	0	-6	-10	1	-9	0.0	-3	-3
CCn1c(SCC(=O)Nc2ccc(C)cc2)nc2nc3c(cc2c1=O)CCCC3	4	-3	-1	0	-8	-1.4	0	0
COc1ccc(NC(=O)Nc2ccc3c(c2)C(=O)N([C@H](C)CO)C[C@H](C)[C@H](CN(C)C(=O)c2ccccc2)OCCCC[C@@H](C)O3)cc1	1	-4	-4	-6	-8	-0.2	2	1
CCOC(=O)N1CC=C2C(C#N)=C(N)C(C#N)(C#N)[C@H](c3cccs3)C2C1 (some centres undefined)	2	-1	nt	1	nt	0.2	-1	nt
COc1cccc(-c2ccc3c(c2)O[C@H](CN(C)C(=O)c2ccccc2F)[C@H](C)CN([C@H](C)CO)S3(=O)=O)c1	-9&4&-10	-2&0&-3	-10&15&-1	-6&0	2&-11&15	-0.1	5&0&4	-7&-2&6
CCCN(C)C[C@@H]1OCc2cn(nn2)CCCC(=O)N([C@@H](C)CO)C[C@@H]1C	2	-8	-4	-6	10	1.4	5	0
CCCNC(=O)c1ccc(N2CCC3(CC2)CC(c2cccc(Br)c2)=NO3)c(NC(=O)c2c(Cl)cccc2Cl)c1	8	5	-3	0	-37	-0.1	-5	0
CC(C)NC(=O)NCC[C@@H]1CC[C@H](NC(=O)CCN2CCCCC2)[C@H](CO)O1	4	-3	-1	2	3	0.0	-5	-84
O=C(Nc1ccccc1)N1C[C@@H]2[C@H](c3ccccc31)[C@H](CO)N2C(=O)c1ccncc1	14	3	1	nt	2	0.4	11	0
Cc1ccc(NC(=O)COC(=O)CCc2ccc(S(=O)(=O)N3CCOCC3)cc2)c(C)c1	nt	nt	-2	-9	5	-0.2	nt	-2
Cc1cccc(OCc2n[nH]c(=S)o2)c1	-7	-3	nt	-6	nt	nt	-2	nt
O=C(C[C@H]1CC[C@H](NC(=O)Nc2ccc(C(F)(F)F)cc2)[C@H](CO)O1)NCCN1CCCC1	7	-3	0	-11	1	0.0	-5	-1
COc1ccc(NC(=O)N[C@@H]2CC[C@H](CC(=O)NC3CCCCC3)O[C@H]2CO)cc1	-4	2	4	10	-10	0.0	-8	-1
Fc1ccc(CSc2nnc(-c3cccs3)o2)cc1	nt	nt	-2	-7	-7	nt	nt	-3
CCS(=O)(=O)N1CC2(CN(Cc3cccc(Cl)c3)[C@H](CO)c3c2c2ccc(OC)cc2n3C)C1	nt	nt	-4	nt	11	0.1	nt	-2
Cc1ccc(OCC(=O)Nc2ccc(C(N)=O)cc2)cc1	-3	-4	5	14	-11	0.1	-6	0
N#C[C@@H]1[C@@H](c2ccc(C#Cc3ccc(F)cc3)cc2)[C@H](CO)N1C(=O)C1CCC1	-11	-1	-5	-5	-231	-0.3	4	-2
CCCNC(=O)CN1C(=O)COc2ccc(S(=O)(=O)N3CC(C)CC(C)C3)cc21 (centres undefined)	11	0	-4	-3	-35	nt	2	-1
CCn1c(CNC(=O)c2ccccc2F)nnc1SCC(=O)NC1CCCCC1C (centres undefined)	nt	nt	2	-2	-13	nt	nt	-2
CCOC(=O)c1ccc(NC(=O)CN2C(=O)C3C4C=CC(C4)C3C2=O)cc1 (centres undefined)	-10	-5	nt	-14	nt	nt	7	nt
COc1ccc(C(=O)COC(=O)CSCc2c(C)noc2C)cc1OC	nt	nt	-2	0	-12	nt	-5	-1
COc1ccc(N2CCN(C(=O)Cc3ccc(S(=O)(=O)N4CCOCC4)s3)CC2)cc1	nt	nt	0	-3	-12	0.0	nt	9
O=C(NCC1CCCO1)C1CCCN(S(=O)(=O)c2cccc(C(F)(F)F)c2)C1 (centres undefined)	-30	-1	3	-6	-13	nt	-4	0
CCCCN=C(NNc1ccc(Br)cc1)C(=O)OCC	nt	nt	-3	5	-1	nt	nt	2
CCN(CCCNC(=O)Cn1ncc2c([nH]c3ccc(C)cc32)c1=O)Cc1ccccc1	-7	3	3	-4	-9	nt	-1	-3
C=CCN(CC=C)c1nc2ccccc2nc1C(C#N)C(=O)OC(C)C (centres undefined)	5	7	nt	-10	nt	nt	-8	nt
Nc1ccc2c(c1)Cc1c(F)cccc1-2	-1	2	nt	-1	nt	nt	57*	nt
O=C(c1ccc(N2CCCC2=O)cc1)N1CCN(c2ccccc2)CC1	-14	0	nt	-3	nt	nt	-1	nt
CCN(CC(=O)NC(=O)NC1CCCC1)Cc1ccccc1	nt	nt	0	1	-5	nt	1	-33
CCOc1ccccc1C(=O)Nc1cccc(-c2ccc3nncn3n2)c1	-3	5	6	7	-13	-0.1	-4	0
O=C(Nc1ccc(C(=O)N2CCOCC2)cc1)c1cnn2c(C(F)F)cc(-c3ccccc3)nc12	nt	nt	8	-4	-7	1.1	nt	-1
CC(=O)Nc1ccc(NC(=O)COc2cccc3ccccc23)cc1	0	0	5	nt	-12	4.5	0	3
CO[C@H]1CC[C@@H]2CCN(C)C(=O)[C@H](C)N(C)C(=O)c3cccc(C#N)c3OC[C@@H]1O2	-2	3	1	-17	-5	-0.1	0	7
N#CC1=C(N)N(c2ccc(F)cc2)C(=O)C1	-5	-1	-61	-5	-23	nt	5	0
CCN=C(NS(=O)(=O)c1ccc(Br)cc1)c1ccc(Cl)cc1	2	-2	8	-2	-6	nt	-5	8
Cc1cc(=O)oc2c(C)c(OC(C)C(=O)NC3CCN(Cc4ccccc4)CC3)ccc12 (centres undefined)	-4	-3	3	1	-20	nt	1	-5
C/C(=N/N=C/c1ccc(N(C)C)cc1)c1ccccc1	nt	nt	3	-3	-18	nt	nt	-2
O=C(C[C@H]1C[C@@H]2c3cc(NC(=O)C4CCC4)ccc3O[C@@H]2[C@@H](CO)O1)NCC(F)(F)F	-3	-1	8	-6	18	0.0	8	-2

Another view of eleven compounds above:
| Molecule | RAD54 inh | PglD inh | ERp5 inh | ARNT TACC3 PPI | RAD52 anneal inh | E-selectin induc | esBAF inh | CASP6 VEID inh |
| --- | --- | --- | --- | --- | --- | --- | --- | --- |
| O=C(c1ccc(N2CCCC2=O)cc1)N1CCN(c2ccccc2)CC1 | -14 | 0 | nt | -3 | nt | nt | -1 | nt |
| CCN(CC(=O)NC(=O)NC1CCCC1)Cc1ccccc1 | nt | nt | 0 | 1 | -5 | nt | 1 | -33 |
| CCOc1ccccc1C(=O)Nc1cccc(-c2ccc3nncn3n2)c1 | -3 | 5 | 6 | 7 | -13 | -0.1 | -4 | 0 |
| O=C(Nc1ccc(C(=O)N2CCOCC2)cc1)c1cnn2c(C(F)F)cc(-c3ccccc3)nc12 | nt | nt | 8 | -4 | -7 | 1.1 | nt | -1 |
| CC(=O)Nc1ccc(NC(=O)COc2cccc3ccccc23)cc1 | 0 | 0 | 5 | nt | -12 | 4.5 | 0 | 3 |
| CO[C@H]1CC[C@@H]2CCN(C)C(=O)[C@H](C)N(C)C(=O)c3cccc(C#N)c3OC[C@@H]1O2 | -2 | 3 | 1 | -17 | -5 | -0.1 | 0 | 7 |
| N#CC1=C(N)N(c2ccc(F)cc2)C(=O)C1 | -5 | -1 | -61 | -5 | -23 | nt | 5 | 0 |
| CCN=C(NS(=O)(=O)c1ccc(Br)cc1)c1ccc(Cl)cc1 | 2 | -2 | 8 | -2 | -6 | nt | -5 | 8 |
| Cc1cc(=O)oc2c(C)c(OC(C)C(=O)NC3CCN(Cc4ccccc4)CC3)ccc12 (centres undefined) | -4 | -3 | 3 | 1 | -20 | nt | 1 | -5 |
| C/C(=N/N=C/c1ccc(N(C)C)cc1)c1ccccc1 | nt | nt | 3 | -3 | -18 | nt | nt | -2 |
| O=C(C[C@H]1C[C@@H]2c3cc(NC(=O)C4CCC4)ccc3O[C@@H]2[C@@H](CO)O1)NCC(F)(F)F | -3 | -1 | 8 | -6 | 18 | 0.0 | 8 | -2 |

(cont.)
SMILES	RAD54 inh	PglD inh	ERp5 inh	ARNT TACC3 PPI	RAD52 anneal inh	E-selectin induc	esBAF inh	CASP6 VEID inh
CCn1c(NCc2ccc(N(C)C)cc2)nc2ccccc21	2	0	nt	30	nt	nt	33	nt
Cc1ccccc1/C(N)=N/OC(=O)N1c2ccccc2Sc2ccccc21	-7	-3	nt	-2	nt	nt	-5	nt
O=C(NCC[C@H]1CC[C@@H](NS(=O)(=O)c2ccc(Cl)cc2)[C@@H](CO)O1)Nc1ccc(F)cc1	nt	nt	5	nt	13	-0.6	nt	-222
CCOC(=O)C1=C(C)N(c2ccc(C)cc2)C(=O)/C1=C\c1cccs1	-1	-3	nt	13	nt	nt	-3	nt
O=C(CCCSc1nc2ccccc2[nH]1)NCc1ccccc1F	-10	-2	-6	-4	-21	nt	8	10
C[C@@H]1CN([C@H](C)CO)C(=O)c2cc(C#CC3CC3)cnc2O[C@@H]1CN(C)C(=O)Nc1ccc(F)cc1	nt	nt	0	nt	0	-0.1	nt	-1

Screening data (PubChem BioAssay)
